# Assay outcomes from PubChem BioAssay.
# DAX1 inh-1 = inhibits human nuclear receptor DAX1. HEK293 Gal4-DAX1 luciferase reporter, luminescence. inhibition, % at 6.75 µM. 0.99% of 340,000 active. AID 504766;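 active means inhibition above the mean over all tested compounds plus 3 SD, cut at about 4.2% in these data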;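 further: 0% = DAX1-transfected cells with DMSO and 100% = empty-vector control cells with DMSO; inhibition shows as a rise in luminescence from relieved DAX1 repression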
# Target sequence (P51843 207-470 limits assumed): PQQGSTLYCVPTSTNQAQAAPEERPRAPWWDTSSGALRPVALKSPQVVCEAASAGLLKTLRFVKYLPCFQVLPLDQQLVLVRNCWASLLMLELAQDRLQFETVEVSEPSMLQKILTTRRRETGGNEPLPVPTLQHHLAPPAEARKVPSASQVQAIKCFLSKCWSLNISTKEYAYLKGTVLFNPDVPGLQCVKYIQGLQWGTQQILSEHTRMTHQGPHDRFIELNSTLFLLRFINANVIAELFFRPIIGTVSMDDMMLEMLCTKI
# SMARCA2 activ = activators of SMARCA2 function. MG213 cells, MMTV-luciferase reporter, dexamethasone, overnight. activation, % at 9.1 µM. 1% of 370,000 active. AID 652017; in the data active means activation above about 7.8%;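 further: 0% = vehicle wells and 100% = reference activator wells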
# PLC-gamma1 inh = blocks human PLC-gamma1 enzyme activity | purified PLC-gamma1, fluorogenic substrate, fluorescence | 0.84% of 370,000 active | inhibition, % at 12.2 µM; in the data active means inhibition above about 9.5%
# ssDAF12 agonist = activates DAF-12 receptor from parasite S. stercoralis. HEK293 ssDAF-12/GRIP1 lit1-tk-luc reporter, luminescence; % of 3 µM dafachronic acid response. activation, % at 6.8 µM. AID 652126. 1% of 370,000 active;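 active means activation above the mean over all tested compounds plus 3 SD, cut at about 0.9% in these data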;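 further: 0% = DMSO-only wells and 100% = 3 µM delta7-dafachronic acid wells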
# Rev-erbA mod = modulators of human Rev-erb alpha DNA binding. P20393. Rev-erbα–FITC-DNA binding, fluorescence polarization, 90 min. activity, % at 10 µM. 0.79% of 370,000 active. AID 1259318;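 active means activity above about 14%, limit read from the data; passing the limit was not always enough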;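 further: 0% = DMSO wells with 35 nM protein and 100% = DMSO wells with 750 nM protein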
# Target sequence (P20393 whole entry, looked up): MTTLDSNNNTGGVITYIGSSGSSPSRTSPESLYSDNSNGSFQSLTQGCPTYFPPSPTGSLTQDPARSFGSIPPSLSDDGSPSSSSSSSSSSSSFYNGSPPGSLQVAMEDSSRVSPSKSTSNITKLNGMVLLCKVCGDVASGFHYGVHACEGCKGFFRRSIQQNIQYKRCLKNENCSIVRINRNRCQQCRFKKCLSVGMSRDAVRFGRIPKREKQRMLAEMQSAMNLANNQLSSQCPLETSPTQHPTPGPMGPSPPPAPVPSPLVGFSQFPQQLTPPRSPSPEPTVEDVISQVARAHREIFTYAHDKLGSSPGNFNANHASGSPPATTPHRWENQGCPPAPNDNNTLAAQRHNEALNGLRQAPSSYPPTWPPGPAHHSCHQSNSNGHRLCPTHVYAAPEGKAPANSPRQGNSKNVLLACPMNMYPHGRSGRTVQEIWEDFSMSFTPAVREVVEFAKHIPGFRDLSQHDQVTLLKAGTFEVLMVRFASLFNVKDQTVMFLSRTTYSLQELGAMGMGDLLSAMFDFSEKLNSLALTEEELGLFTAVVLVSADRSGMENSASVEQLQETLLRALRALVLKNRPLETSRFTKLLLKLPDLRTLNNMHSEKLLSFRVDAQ
# MBD2 DNA inh = inhibitors of human MBD2 binding to methylated oligonucleotide; Q9UBB5; TR-FRET; inhibition, % at 4.4 µM; 0.31% of 370,000 active; AID 686964; in the data active means inhibition above about 13%
# DAX1 inh-2 = blocks DAX1 repression of SF-1 activated StAR promoter | inhibition, % at 6.8 µM | 1.1% of 370,000 active | AID 652010 | HEK293T StAR-luciferase reporter, SF-1/DAX-1 repression relief;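 active means inhibition above the mean over all tested compounds plus 3 SD, cut at about 3.6% in these data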;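 further: 0% = DAX-1 cells with DMSO and 100% = cells lacking DAX-1 with DMSO; higher inhibition means more luminescence from relief of DAX-1 repression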
# PLCb3 inh = blocks human PLC-beta3 enzyme activity. Q01970. Purified PLC-beta3, fluorogenic substrate, fluorescence. inhibition, % at 12.2 µM. 0.18% of 370,000 active. AID 720704; in the data active means inhibition above about 11%;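 further: 0% = median of compound wells on plate and 100% = full blocker control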
# hcDAF-12 act = activators of H. contortus DAF-12 nuclear receptor; HEK293 hcDAF-12 lit1-tk-luc reporter, luminescence; 0% DMSO, 100% Δ7-dafachronic acid; activation, % at 6.8 µM; 1.4% of 370,000 active; AID 652067;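 active means activation above the mean of all tested compounds plus 3 SD, cut at about 5.5% in these data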;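 further: 100% = response to 3 µM Δ7-dafachronic acid high control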
# hgDAF-12 ag = agonists of H. glycines DAF-12 nuclear receptor; HEK293 GAL4-hgDAF12 UAS-luciferase reporter, agonist luminescence; normalized to butyrate control; activation, % at 6.8 µM; 1.8% of 370,000 active;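 active means activation above a cutoff set at the mean of all screened compounds plus 3 SD, cut at about 10% in these data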;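 further: 0% = DMSO wells and 100% = sodium butyrate wells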
# ADAM17 inh = inhibitors of human ADAM17; P78536; recombinant ADAM17, EDANS/DABCYL FRET peptide cleavage; inhibition, % at 6.95 µM; 0.83% of 370,000 active;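 active means inhibition above the mean of compounds lying between control limits plus 3 SD, set per campaign, cut at about 8.5% in these data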;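 further: 0% = DMSO-only wells as the low control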
# * = called active by the depositor; · = no result given. An unsorted share of the library; overall some 7.4% were active at least once.
SMILES,DAX1 inh-1,SMARCA2 activ,PLC-gamma1 inh,ssDAF12 agonist,Rev-erbA mod,MBD2 DNA inh,DAX1 inh-2,PLCb3 inh,hcDAF-12 act,hgDAF-12 ag,ADAM17 inh
O=C(O)c1c2c(nc3ccccc13)/C(=C/c1ccc(O)cc1)CC2,1.5,0,-310,-1.0,-19,11,1.8,-473,-0.2,3.8,-25
O=C(COc1ccccc1[N+](=O)[O-])NC1CC1,-0.3,-3,0,-1.0,-3,-2,-0.1,4,1.2,3.8,-3
COC(=O)/C(=C/c1ccco1)NC(=O)c1ccc(Br)o1,1.0,0,-7,-0.6,-4,1,0.6,-10,-0.9,-0.8,-3
Cc1ccccc1-c1ccc2c(c1)[C@@H]1C[C@H]3[C@@H](CN1CC2)[C@H](C)ON3C,·,-5,-11,-1.1,-1,1,-0.4,-12,-2.4,1.5,-6
Cc1occc1-c1nnc(SCCNCCO)o1,0.0,-3,3,-1.8,0,7,-0.2,0,2.5,13*,-11
Cc1ccc(CNC(=O)/C=C/c2ccccc2Cl)cc1,0.6,4,2,-0.9,-1,1,-0.2,5,-1.1,0.3,-4
Cc1nn(Cc2ccccc2)c(C)c1CNC(=O)CN=C1NS(=O)(=O)c2ccccc21,-0.8,0,0,-1.4,-1,-3,-0.5,3,-1.6,0.3,0
O=C(COC(=O)CC1CCCC1)Nc1cc2c(cc1Cl)C(=O)c1ccccc1C2=O,1.6,8.1*,-2,0.3,5,-4,2.6,-3,9.1*,7.1,-2
CC(=O)NCC(=O)OCC(=O)c1ccc(Br)cc1,1.0,-2,2,-0.8,-4,-2,-0.1,3,-1.2,0.0,-1
Cc1cccc(NC(=S)N2CCN(Cc3ccccc3)CC2)c1C,-0.8,-5,3,-0.8,6,2,0.4,3,5.9*,1.2,5
Cc1ccc(NC(=O)CNc2ccc(N3CCOCC3)cc2)cc1S(=O)(=O)N(C)C,0.3,-3,-1,-1.8,·,-2,-1.3,-3,1.4,5.4,-2
FC(F)(F)c1cnc(-c2cnc(-c3ccncc3)nc2)c(Cl)c1,0.4,1,-1,-0.8,4,-2,0.0,2,-1.1,6.4,-1
Nc1nncn1C(=O)CCCOc1ccccc1,0.6,-3,8,-0.6,1,-2,-0.6,3,0.2,-1.3,2
COc1ccc(/C=N/NC(=O)c2cc3c(ccc4ccccc43)o2)c(OC)c1,0.0,4,-113,-1.2,3,-2,-0.5,-169,-2.6,-0.4,-12
COCC(C)NC(=O)CSc1nc(-c2ccccc2)c(-c2ccccc2)o1 (stereo not drawn),-1.4,-3,0,-2.4,14,-4,-2.0,-1,-3.4,-3.6,1
CCOC(=O)/C=C1\SCC(=O)N1CC(=O)NC(C)C,-0.7,-4,5,-0.9,3,0,1.3,-1,2.4,0.1,-1
CCCCC(CC)CNC(=O)CCCCn1c(=O)[nH]c2ccsc2c1=O (stereo not drawn),0.8,-2,-3,-1.3,-3,4,-0.5,-5,-1.3,1.2,-3
O=C(/C=C/c1cccs1)N1CCC2(CC1)Oc1ccc(F)cc1C(=O)C21CC(c2ccccc2)=NO1 (stereo not drawn),-0.4,-2,2,-1.2,-1,-1,-0.2,5,2.3,0.0,3
COc1ccc(CC(=O)N[C@@H]2c3ccccc3CC[C@H]2OCc2ccccc2)cc1,-0.8,1,3,-1.5,2,-5,-0.1,1,-1.3,-0.3,0
OC(CNCc1cccc(Cl)c1)c1ccccc1 (stereo not drawn),-1.2,2,0,-0.8,4,3,-0.3,2,-0.9,-0.8,3
CC(=O)Nc1ccc(NC(=O)Cn2cnc3c(nnn3Cc3ccc(F)cc3)c2=O)cc1,0.7,1,0,-1.0,-9,-3,-0.9,2,-1.3,-1.2,0
Cc1cc(NC(=O)CSc2ccc3c(c2)OCCO3)no1,-0.2,1,0,-1.1,2,1,0.6,2,-0.3,0.2,-2
Cc1nc(Cc2nnc(SC(C)C(=O)Nc3ccccc3)o2)cs1 (stereo not drawn),-0.4,-3,0,-0.7,-3,-4,1.3,3,0.0,1.5,-4
CC(=O)C1=C(C)NC(SCC(=O)c2ccc(F)cc2)=C(C#N)C1c1ccco1 (stereo not drawn),-1.9,1,-26,-0.7,-4,-6,-1.1,-20,-6.3,-1.3,0
C=C(C)C1Cc2c(C)nn(-c3ccccn3)c2C1 (stereo not drawn),0.1,3,2,-0.8,-6,4,-0.3,2,1.6,1.3,-2
CC(C)C(=O)NNC(=O)c1csc(-c2cccs2)n1,1.0,-3,-3,-1.6,-4,-1,0.3,-6,-1.1,-1.4,-7
O=C(Nc1cccnc1)c1cccc(S(=O)(=O)N2CCOCC2)c1,-0.9,-1,4,-1.0,-2,-8,-0.1,3,0.0,3.6,4
CCOC(=O)CCc1c(C)n[nH]c1C,-1.4,-4,-1,-0.8,-4,-4,-0.8,1,1.0,-1.9,-1
COc1cc(/C=N/n2cnn(Cc3ccccc3Cl)c2=S)cc(OC)c1OC,·,-1,-3,-1.8,0,-3,-0.8,-2,-1.5,-1.2,-4
CCOC(=O)N1CCN(C(C(=O)NC2CCCC2)C(C)C)CC1 (stereo not drawn),·,6,-1,-0.4,-1,-1,1.6,4,-1.2,-4.7,-1
O=C1C=CCCC1,0.3,1,0,-1.6,-6,-1,0.0,4,0.2,4.3,-2
COc1cc2cc(CN(C(=O)Nc3ccccc3)C3CCCC3)c(=O)[nH]c2cc1OC,0.9,0,-50,-1.2,-1,0,0.3,-59,-1.8,0.2,-177
CCCC(CCC)=NNc1ccc(S(=O)(=O)Nc2ccccc2OC)cc1[N+](=O)[O-],0.4,3,2,-0.4,0,-7,0.1,5,4.6,-0.3,3
CCOc1ccc(NC(=O)N2CC=C(n3c(=O)[nH]c4ccccc43)CC2)cc1,-1.2,-3,-1,-1.3,4,4,-0.7,0,-1.1,-3.0,-8
COc1cccc(C(C(=O)NC2CCCC2)N(C(=O)c2ccco2)c2ccccc2)c1OC (stereo not drawn),-0.8,-3,0,-1.1,-1,-2,0.0,-6,-1.0,-2.1,2
CCOc1nc(C)ccc1-c1noc(-c2ccncc2)n1,0.2,1,1,-1.1,-4,5,0.2,1,-0.9,6.6,-3
COc1ccc(CCNC(=O)c2ccc(Br)cc2)cc1,-0.8,1,-3,-1.3,1,6,-0.2,-9,-0.8,0.3,-2
O=C(NNc1ccccn1)C(=O)NNS(=O)(=O)c1ccc(Cl)cc1,0.2,-3,1,-1.9,2,6,-0.5,-3,-1.4,-0.8,-3
CC(C)n1c(SCC(=O)Nc2ccccc2N2CCCCC2)nc2c1c(=O)n(C)c(=O)n2C,-0.5,-3,-1,-1.7,3,1,0.3,0,-1.4,-0.2,-7
O=C(CN1CCOc2ccccc21)NCc1ccco1,1.1,-1,-1,-0.8,-5,0,-1.5,-4,0.0,4.6,4
O=C(c1ccc(OCC2CCCO2)cc1)N1CCc2ccccc2C1 (stereo not drawn),0.9,4,-4,-0.6,-5,5,1.3,-14,2.5,7.2,-4
CCC(=O)Nc1cc(C(=O)OCC(=O)c2ccccc2)ccc1C,2.3,11*,1,-0.2,-7,6,2.0,2,4.1,10,-1
O=C(c1ccc2noc(-c3ccccc3)c2c1)N1CCN(c2ccccc2)CC1,0.2,-2,-11,-1.1,9,4,0.1,-12,-0.4,-4.2,-1
COc1cc([N+](=O)[O-])c(OC)cc1Nc1ccccc1C(=O)O,·,-3,2,-0.7,9,-9,-1.3,1,0.5,0.6,0
Cc1ccc(/C=C2/N=C(c3ccccc3)NNC2=O)cc1,·,-1,-2,-0.1,-2,-5,-0.3,-2,1.3,0.6,-6
O=c1c(-c2ccc([N+](=O)[O-])cc2)coc2c(O)c(O)ccc12,0.9,-2,2,-1.6,-4,2,0.4,-6,-0.6,5.9,-1
Cc1ccc(CNS(=O)(=O)c2c(C)nc3scc(C)n3c2=O)cc1,0.1,-2,0,-0.8,4,-2,0.0,-7,1.4,2.9,-44
Cc1ccc(C(=O)/C=C/NNC(=O)c2ccccc2O)cc1,2.5,0,-34,0.3,6,-7,-0.2,-37,3.9,2.1,-1
Cc1cc(C)n(Cc2ccccc2Cl)n1,1.2,0,6,-1.0,6,0,-0.2,5,0.5,-1.8,1
CCOC(=O)c1nn(-c2cccc(OC)c2)c2nc(Nc3ccccc3)cc(=O)n12,-2.1,-1,-14,-2.2,1,5,-0.8,-19,-3.2,-1.8,0
O=C(COC(=O)c1cc(=O)[nH]c(=O)[nH]1)Nc1ccccc1F,-0.6,1,0,-1.2,4,2,-0.9,1,-0.1,-1.2,-3
N[C@@H](CCC(=O)N[C@@H](CSN=O)C(=O)NCC(=O)O)C(=O)O,-0.5,-1,-2,-0.8,4,3,0.6,0,-1.4,1.7,-5
CC(=O)Nc1ccc(NC(=O)c2cc(C3CC3)nc3c2cnn3C(C)C)cc1,-2.4,-3,-4,-1.3,2,-4,-2.1,-8,-2.3,-2.3,-1
O=C(CC(Nc1ccc(F)cc1)C(=O)OCC(=O)c1cccs1)c1ccccc1 (stereo not drawn),3.5,2,1,-1.2,9,1,1.4,-13,0.6,6.2,1
COc1cc(/C=C/C(=O)OCC(=O)NCC2CCCO2)ccc1OCC#N (stereo not drawn),1.4,-2,-55,-1.4,-1,-4,0.3,-58,0.0,2.4,-35
Clc1ccc(NNc2ccnc3cc(Cl)ccc23)cc1,0.0,1,-2,0.1,-1,-3,0.7,-4,-1.2,2.9,1
COCCn1c(C(=O)N(C)C)cc2c1C[C@H]1CN(C(=O)c3ccccc3)[C@@](Cc3ccc(F)cc3)(C(=O)OC)[C@@H]21,·,1,-4,-1.1,3,-1,-1.2,-9,0.5,5.8,-4
CCC(Sc1nc(=O)cc(N)n1-c1ccccc1)C(=O)Nc1cc(C)on1 (stereo not drawn),0.1,-1,0,-0.9,6,1,0.2,3,-1.3,-0.5,-2
CSc1ccc(NC(=O)C2(C)CCN2C(=O)c2sccc2C)cc1 (stereo not drawn),·,-6,0,-0.4,-2,4,-0.8,0,-2.1,-4.0,-5
O=C(c1cccc(F)c1)N1CCN(C(=O)c2cc3ncc(Br)cn3n2)CC1,-0.5,-3,-4,-1.2,-5,-4,1.5,-9,2.4,1.0,-3
Cc1cc(-n2c(=O)c(C#N)cc3c(=O)n4cccc(C)c4nc32)no1,0.9,1,-135,-0.8,-2,-5,0.3,-178,-0.2,0.9,-336

# Three structures already listed, arranged by heavy-atom count, low to high:
SMILES,DAX1 inh-1,SMARCA2 activ,PLC-gamma1 inh,ssDAF12 agonist,Rev-erbA mod,MBD2 DNA inh,DAX1 inh-2,PLCb3 inh,hcDAF-12 act,hgDAF-12 ag,ADAM17 inh
Cc1cc(C)n(Cc2ccccc2Cl)n1,1.2,0,6,-1.0,6,0,-0.2,5,0.5,-1.8,1
CCC(Sc1nc(=O)cc(N)n1-c1ccccc1)C(=O)Nc1cc(C)on1 (stereo not drawn),0.1,-1,0,-0.9,6,1,0.2,3,-1.3,-0.5,-2
O=C(CC(Nc1ccc(F)cc1)C(=O)OCC(=O)c1cccs1)c1ccccc1 (stereo not drawn),3.5,2,1,-1.2,9,1,1.4,-13,0.6,6.2,1
